Screening data (PubChem BioAssay)
sdo1 growth: growth rescue of sdo1-depleted yeast, primary screen, S. cerevisiae, bone marrow failure model; S. cerevisiae sdo1-depleted JHY4D growth rescue, OD600 30 h; hits give high values; pdr5 snq2 efflux-pump mutant strain; hit rate 0.21% among 140,000; z-score at 10 µM;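 active means z-score above 3 at both the 24 hr and the 30 hr optical density reads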;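 further: z-score against mean and SD of all compound wells on the same plate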
INS promoter inh: inhibitors of insulin promoter-driven GFP, primary screen, imaging, TRM-6 cells (human fetal islet line), eGFP reporter, cell count; reporter expression induced with tamoxifen; inhibition, % at 2 µM; hit rate 0.9% among 130,000; AID 1273, 2008;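 active means inhibition above the mean plus 3 SD, with well images judged a real hit on visual review, cut at about 60% in these data, passing the limit was not always enough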
sdo1 growth Rescue 24 h: recorded beside sdo1 growth, whose call it bears; z-score; S. cerevisiae sdo1-depleted JHY4D growth rescue, OD600; measured here: growth rescue at 24 h;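 0 is the plate mean of compound wells and units are plate SD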
Starred values were filed as active, the others as inactive; i = inactive; . = not tested or not shown.

SMILES,sdo1 growth Rescue 24 h,INS promoter inh,sdo1 growth
Nn1c(Cc2cccc3ccccc23)nnc1SC1CCOC1=O (stereo not drawn),-1.3,.,-0.91
CC1(C)CC(C(=O)NCCC(c2ccccc2)c2ccco2)CCO1 (stereo not drawn),1.7,.,1.3
COc1ccc(OC)c(-c2c(=O)n(OCc3ccccc3Br)c3ccccc3[n+]2[O-])c1,-0.95,-24,-0.89
COc1cccc(-n2nnc3c(=O)n(Cc4cccc(F)c4)cnc32)c1,-1.6,-17,-1.7
CCc1cccc(NC(=O)CS(=O)Cc2nc(-c3ccc(C)cc3)oc2C)c1 (stereo not drawn),0.47,.,-1.8
Cn1c(=O)n(C)c2cc([N+](=O)[O-])c(N3CCN(C(=O)c4ccccc4Br)CC3)cc21,.,45,.
CNC(=O)CSc1nnc(-c2ccc(S(=O)(=O)N3CCCC3)cc2)n1-c1cccc(C)c1C,0.25,-10,0.42
O=C(O)C1C2CCC(C2)C1C(=O)NCCCn1ccnc1 (stereo not drawn),1.7,.,1.2
COc1ccc(-c2nc(N=Nc3ccc(O)cc3)n[nH]2)cc1,1.1,.,1.3
Cc1cccc(NC2=NCC(=O)N2Cc2ccccc2)c1,0.37,-25,0.46
O=C(c1cc([N+](=O)[O-])ccc1N1CCOCC1)N1CCCC1,-0.45,7,0.73
COc1cc(Br)cc(C=Nc2cccc(C(F)(F)F)c2)c1O,1.2,-18,0.69
CCN(CC)c1ccc(/C=N/NC(=O)CNC(=O)c2ccccn2)cc1,.,15,.
Cc1nc2ccc(-c3nc4ccccc4[nH]3)cc2[nH]1,.,30,.
O=C(NCc1ccccc1)C1C(=O)N(Cc2ccccc2)C(=O)C1C1(O)CCCC1 (stereo not drawn),-0.23,6,-0.09
CCCCCOC(=O)CSc1nc2c(c(=O)[nH]c(=O)n2C)n1CCc1ccccc1,-1,6,-1.4
CCc1[nH]nc2c1C1(CCN(C(=O)c3ccccc3)CC1)C(C#N)=C(N)O2,-0.18,.,0.34
COc1ccc(Cn2cnc3sccc3c2=O)cc1,0.62,26,1.2
CCN(CC)CCN1C(=O)C(=O)/C(=C(/O)c2ccc(OC)c(OC)c2)C1c1ccccn1 (stereo not drawn),0.31,50,0.37
CCOC(=O)c1cc2c(ccn2C)n1Cc1ccccc1Cl,.,5,.
Cc1nc(-c2cccc(S(=O)(=O)N3CC(C)OC(C)C3)c2)cs1 (stereo not drawn),-0.85,-54,-1.2
O=C(Nc1ccc(N2CCN(C(=O)c3ccco3)CC2)cc1)c1ccccc1F,0.15,0,-0.22
COC(=O)c1ccc(N=C2S/C(=C\c3cc(C)n(-c4cccnc4)c3C)C(=O)N2C)cc1,1.1,.,0.1
COC(=O)COc1ccc(NC(=O)C2CCCO2)cc1 (stereo not drawn),-0.24,62,0.12
O=C(CSCc1ccc(Cl)cc1)N1CCCCC1,2.8,-8,2.3
COC(=O)c1cc(NC(=O)CN(c2ccc(OC)cc2)S(=O)(=O)c2ccc(F)cc2)ccc1Cl,-0.11,.,-1.2
O=C(Nc1nnc(-c2ccccc2)o1)c1cccc(N2C(=O)CCC2=O)c1,-0.42,-36,0.18
Nc1nc(N2CCCCC2)nc(N2CCCCC2)n1,-0.6,18,-0.22
CC(C)C(=O)Nc1ccc(-c2ccc3nncn3n2)cc1,.,11,.
Cc1nc(=O)c(-c2ccccc2)c(C)n1CCCO,0.68,-14,1.3
O=C(CCCOc1ccccc1)NCC1CCCO1 (stereo not drawn),2.7,-64,1.8
CC1(C)CC(=O)C2=C(C1)OC(N)=C(C#N)C21CCC2(CC1)OCCO2,-0.27,.,0.04
O=C(NCCc1ccccc1)Nc1cccc(Cl)c1,0.37,27,0.38
Cc1ccc([N+](=O)[O-])cc1-c1ccc2cccc(C)c2n1,-0.72,8,-0.43
CN1CCN(c2ncnc3c2sc2nc(N4CCOCC4)c4c(c23)CCC4)CC1,.,-26,.
CCCCC(CCC(=O)Nc1ccccc1C(=O)OCC)C(=O)O (stereo not drawn),-0.1,-29,0.45
COc1ccc(Cl)cc1NC(=O)C(C)N1CCc2ccccc21 (stereo not drawn),.,-47,.
COC(=O)C(Cc1cnc(Cl)s1)(C(=O)OC)c1ccc([N+](=O)[O-])cc1,-0.94,i,-0.9
O=C(NCCCn1ccnc1)c1ccco1,1.9,34,1.4
O=C(CSc1nc(-c2ccccc2)c(-c2ccccc2)o1)N1CCOCC1,-0.99,6,-1.4
Clc1ccc(N2COC3c4cccc5cccc(c45)C32)cc1 (stereo not drawn),-1.4,5,-1.8
CCCCN(CC)C(=O)/C=C/c1cccc([N+](=O)[O-])c1,0.03,-21,-0.09
Cc1ccc(CN(C(=O)c2csnn2)C(C(=O)NC2CCCC2)c2ccc(C)o2)cc1 (stereo not drawn),0.13,-55,-0.09
Cc1ccc(S(=O)(=O)N(CC(=O)N2CCCC2)C2CCCCC2)cc1,-0.96,62,-0.24
Nc1nc(C23CC4CC(CC(C4)C2)C3)cs1,1.3,7,1
CCCCOc1ccc(C2CC(=O)NC2=O)cc1 (stereo not drawn),-0.07,-3,0.4
CN1C=C/C(=C\c2cc[n+](C)c3ccccc23)c2ccccc21,.,-175,.
CCCCSc1nnc2n(CCc3ccccc3)c(=O)c3c4c(sc3n12)COC(C)(C)C4,-0.46,-471,-0.9
Cc1ccccc1NC(=O)N1c2ccccc2CC1C (stereo not drawn),.,-13,.
Cc1ccc(S(=O)(=O)N/N=C/c2ccc(C(=O)O)cc2)cc1,1.4,7,1.2
COc1ccc(C(=O)Nc2cc([N+](=O)[O-])ccc2N2CCCC2)cc1,.,18,.
CCOc1ccc(/C=N/NC(=O)CN2CCSCC2)cc1,0.41,-82,1.1
O=C(Nc1cccc(-c2cn3cccnc3n2)c1)c1ccc2c(c1)OCO2,-1.2,-18,-0.8
Cc1ccc(-n2ncc3c(NCCCN4CCOCC4)ncnc32)c(C)c1,-0.64,.,0.05
O=C(O)c1ccc(CNCc2ccccc2Cl)cc1,-0.51,-17,0.26
Cc1cc2nc(-c3ccc(NC(=O)c4cccnc4)cc3)oc2cc1C,0.63,4,-0.57
Cc1cc(Nc2ccc3c(c2)OCCO3)c2cc(Cl)ccc2n1,0.24,.,-0.2
CC(=O)Nc1c(Br)cc(N2C(=O)CCC2=O)cc1Br,0.99,-30,0.64
O=S(=O)(c1ccc(F)cc1)N1CCC(N2CCCCCC2)CC1,-0.47,26,-0.62
Cc1ccccc1OCCn1c(=O)sc2ccccc21,-1.6,55,-1.8

5 entries from above, with values under each structure:
Results follow in this order: sdo1 growth Rescue 24 h, INS promoter inh, sdo1 growth
Nc1nc(C23CC4CC(CC(C4)C2)C3)cs1
→ 1.3, 7, 1
CCCCN(CC)C(=O)/C=C/c1cccc([N+](=O)[O-])c1
→ 0.03, -21, -0.09
Clc1ccc(N2COC3c4cccc5cccc(c45)C32)cc1 (stereo not drawn)
→ -1.4, 5, -1.8
O=S(=O)(c1ccc(F)cc1)N1CCC(N2CCCCCC2)CC1
→ -0.47, 26, -0.62
Cc1ccc(S(=O)(=O)N(CC(=O)N2CCCC2)C2CCCCC2)cc1
→ -0.96, 62, -0.24

(next part)
SMILES,sdo1 growth Rescue 24 h,INS promoter inh,sdo1 growth
O=Nc1ccc(NOC(=O)c2ccc(Br)cc2)cc1,-0.17,-37,-0.17
CCc1nn(CC(=O)Nc2ccc(Br)c(C)c2)c(=N)s1,.,-162,.
Cc1nnc(SCc2ccc(CC(=O)O)cc2)o1,-0.81,-57,0.14
Cc1ccc(Cc2nnc3n(-c4ccccc4)nc(C(=O)c4ccccc4)n3c2=O)cc1,0.03,0,-1
COc1ccc(-c2cc(-c3ccccc3O)[nH]n2)cc1OC,-0.82,.,-0.67
C/C(N)=C(/C#N)C(=O)COC(=O)c1cc(-c2cccc3ccccc23)nc2ccccc12,-1,.,-0.86
O=C(COc1ccccc1/C=C1\SC(=O)NC1=O)Nc1ccc(F)cc1,.,-11,.
Cc1ccc(S(=O)(=O)N2CCC(C(=O)NNS(=O)(=O)c3ccc(Cl)cc3)CC2)cc1,0.06,54,0.34
CC1Cc2ccccc2N1C(=O)c1cccnc1 (stereo not drawn),1.8,0,1.4
Cn1nc(C(F)(F)F)c(C(=O)Nc2ccc(F)cc2F)c1Sc1ccc(Cl)cc1,-1.6,.,-1.1
CCC(=O)N1CCN(c2ccccc2NC(=O)COc2ccccc2Cl)CC1,-0.72,-9,-1.6
COc1ccc(-c2noc(-c3ccc4c(c3)OCO4)n2)cc1,1.1,36,0.46
CCC(=O)N(CCN1CCOCC1)Cc1cc2cc3c(cc2nc1Cl)OCO3,.,-121,.
CC(C)[N+](C)(CCOC(=O)C1c2ccccc2Oc2ccccc21)C(C)C,0.3,-19,0.2
Cc1ccc(C)c(C2C(C#N)=C(N)Oc3cc(C)oc(=O)c32)c1 (stereo not drawn),0.03,21,0.22
CCC(=O)NC(NC(=S)Nc1cccc2cccnc12)C(Cl)(Cl)Cl (stereo not drawn),2.2,-13,1.1
Cc1ccc(NC2=C(Cl)C(=O)OC2OC(C)C)c(C)c1 (stereo not drawn),-1.2,.,-0.66
Cc1ccsc1C1C(C#N)=C(N)OC2=C1C(=O)CC(C)(C)C2 (stereo not drawn),.,0,.
Cc1ccc(S(=O)(=O)N2CCN(C(=O)N(c3ccccc3)c3ccccc3)CC2)cc1,-0.9,-23,-2
O=C(NC(NCC1CCCO1)C(Cl)(Cl)Cl)c1cccc2ccccc12 (stereo not drawn),-0.9,-38,-0.03

Entries of single compounds as entered above.
Cc1ccc(S(=O)(=O)N2CCN(C(=O)N(c3ccccc3)c3ccccc3)CC2)cc1 in the list: sdo1 growth Rescue 24 h: -0.9; INS promoter inh: -23; sdo1 growth: -2
CCc1nn(CC(=O)Nc2ccc(Br)c(C)c2)c(=N)s1 in the list: sdo1 growth Rescue 24 h: .; INS promoter inh: -162; sdo1 growth: .

Additional results
SMILES,sdo1 growth Rescue 24 h,INS promoter inh,sdo1 growth
O=C1CCC(=O)N1CN(Cc1ccco1)CN1C(=O)CCC1=O,-0.21,-29,-0.07
CC(C)c1ccc(CNC(=O)C(=O)NCC2CCCO2)cc1 (stereo not drawn),.,31,.
COc1ccccc1-n1c(=S)[nH]c2c(sc(=S)n2-c2ccc(C)cc2C)c1=O,.,11,.
O=C(N/N=C1\CCCc2ccccc21)C(O)c1ccccc1 (stereo not drawn),-0.42,.,0.37
CCN(CCCNC(=O)CCCn1c(=O)[nH]c2ccccc2c1=O)c1cccc(C)c1,0.39,.,0.62
CC(=O)N1C(=O)C2(Nc3ccccc3N2)c2ccccc21,0.93,-54,1.5
Cc1cnc(C(=O)OCC(=O)NC23CC4CC(CC(C4)C2)C3)cn1,1.2,-3,0.85
COc1cccc(N2CCN(C(=O)CN(c3ccc(C)cc3)S(=O)(=O)c3c(C)n[nH]c3C)CC2)c1,0.55,.,0.95
Cc1nn(-c2ccccc2)c2sc(C(=O)OC3CCOC3=O)cc12 (stereo not drawn),0.65,-12,0.21
N/C(=N\OC(=O)CCCOc1ccccc1)c1ccc(Br)cc1,-0.94,-46,-1.9
COc1ccccc1NS(=O)(=O)c1cc(NC(=O)CCC(=O)c2cccs2)ccc1Cl,0.15,-17,0.11
CC(=O)Nc1nc(C)c(C(C)=O)s1,0.48,21,0.22
COc1ccc(-n2c(Cc3cccn3C)nnc2SCC(=O)Nc2ccc(F)cc2F)cc1,-1.5,.,-1.9
Cc1nn(C(C)c2n[nH]c(=S)n2-c2cccc(Cl)c2)c(C)c1[N+](=O)[O-] (stereo not drawn),-0.67,-95,-0.75
C=CCCC(=O)Nc1nc(C)c(-c2csc(Nc3cc(Cl)ccc3OC)n2)s1,0.38,-7,0.18
Cc1cc(Br)ccc1OCC(=O)NNC(=O)c1cnccn1,0.88,-200,0.77
CCCCCC(=O)Nc1ccc(S(=O)(=O)Nc2nccnc2OC)cc1,-0.17,-36,-0.08
CN1CCC(=NNC(=O)C(=O)Nc2cccc(Br)c2)CC1,.,6,.
O=c1cc(CO)oc(CN2CCCC2)c1O,0.54,.,0.85
CN(c1ccccc1C(=O)NCc1ccco1)S(C)(=O)=O,-0.27,9,-0.36
CCN1CCn2c3c(c4cc(C)ccc42)CCCC31 (stereo not drawn),0.25,-58,0.4
c1csc(-c2nn3c(Cn4nnc5ccccc54)nnc3s2)c1,0.17,67,0.05
Cc1ccc(S(=O)(=O)N2C(=O)C(c3ccccc3)SC2=Nc2ccccc2)cc1 (stereo not drawn),0.23,.,-0.11
O=C(NCc1ccccn1)c1cc(-c2ccc(Br)cc2)nc2ccccc12,-0.3,-7,-0.66
O=C1CC(c2ccccc2F)c2cc3c(cc2N1)CCC3 (stereo not drawn),-0.76,.,-1.9
CCN(CC)c1ccc(NC(=O)CC2Oc3ccccc3NC2=O)c(C)c1 (stereo not drawn),-0.33,.,0.12
COc1cc(/C=C(/C#N)c2nc3ccccc3[nH]2)ccc1OC(=O)c1ccco1,0.81,-4,0.1

Only part of the results is shown (hit frequency here may not be typical).
